# Screening results as filed in PubChem.
# MBNL1 CUG block – inhibitors of human MBNL1 binding to CUG repeat RNA; TR-FRET MBNL1-His/biotin-(CUG)12 binding, 665/545 ratio; Potency, µM (top dose mostly 57.5 µM), without a hit: at the top dose activity change, negative = inhibition, usual class: inhibitors; 0.036% of 280,000 active; active = well fitted inhibition curve with a large enough effect in the signal ratio, with a control signal flat, not every such curve was filed as active; inconclusive = small, poorly fitted or top-dose-only effect, or effect the other way, or a change in a side signal; inactive = no such curve, though single readings can be large or run the other way; the % refers to the signal ratio; also: % is scaled to controls: 0 for no effect and ±100 for the full control effect
#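 Inhibition of protein-RNA binding appears as loss of TR-FRET between terbium anti-His antibody on MBNL1-His and streptavidin-XL665 on biotin-(CUG)12. Activity is normalized to buffer-only and uninhibited-complex controls.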
# RORg inh – blocks mouse ROR gamma transcriptional activity. Drosophila S2 Gal4-RORgamma UAS-luciferase reporter, 20 h. Potency, µM (titrated, usually from 53.6 µM), without a hit: at the top dose activity change, negative = inhibition, hits mostly inhibitors. 5.4% of 310,000 active; also: % is scaled to controls: 0 for no effect and ±100 for the full control effect; nearly all actives have a fitted effect of over 60% in size
# Target sequence (P51450 whole entry, looked up, the tested form may be a part): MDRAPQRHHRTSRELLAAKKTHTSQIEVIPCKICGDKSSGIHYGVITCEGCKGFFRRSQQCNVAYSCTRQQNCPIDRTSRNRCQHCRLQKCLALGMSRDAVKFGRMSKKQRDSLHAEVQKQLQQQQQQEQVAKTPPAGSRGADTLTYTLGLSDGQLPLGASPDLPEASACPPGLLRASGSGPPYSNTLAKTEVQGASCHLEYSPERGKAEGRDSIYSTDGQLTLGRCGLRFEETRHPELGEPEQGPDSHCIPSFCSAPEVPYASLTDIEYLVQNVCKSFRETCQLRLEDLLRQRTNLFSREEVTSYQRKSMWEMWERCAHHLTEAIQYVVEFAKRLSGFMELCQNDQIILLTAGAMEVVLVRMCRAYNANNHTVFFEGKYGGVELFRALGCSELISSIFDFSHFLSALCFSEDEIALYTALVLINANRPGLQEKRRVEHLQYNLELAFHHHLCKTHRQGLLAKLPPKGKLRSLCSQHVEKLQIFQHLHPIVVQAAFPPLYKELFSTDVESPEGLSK
#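 Drosophila Schneider cells stably carrying a metallothionein-driven Gal4 DBD–ROR gamma fusion and a UAS-Photinus luciferase reporter were exposed to compound for 1 hr, then induced with copper sulfate (700 uM final) for 20 hr at ambient temperature before luminescence reading.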
# p53 reactivation – restores transcriptional activity of mutant p53; H1299 p53-A138V BP100-luciferase reporter, luminescence, 24 h; Potency, µM (titrated, usually from 92.2 µM), without a hit: top-dose activity change, positive = activation, usual class: activators; 0.063% of 320,000 active; also: % of control where 0% means no effect; nearly all actives have a fitted effect of over 45% in size
#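 p53-null H1299 cells stably carrying temperature-sensitive p53-A138V and a BP100-luciferase reporter were pinned with compounds (4-point, 1:5 series) and held 24 hrs at 37 deg C. Luminescence was read 10 min after detection reagent.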
# Rab9 prom act – Rab9 promoter activation; Huh7 Rab9 promoter-luciferase reporter, luminescence, 24 h; Potency, µM (highest dose often 9.22 µM), inactives show at the top dose activation, negative = inhibition, hits mostly activators; 2.8% of 320,000 active; also: % of control where 0% means no effect; nearly all actives have a fitted effect of over 60% in size
#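 Huh7 cells stably carrying a Rab9 promoter-luciferase reporter, 1500 cells per well in OP-MEM I with 10% FBS, treated with compound 24 hours at 37C. Luciferase activity read by luminescence after 10 minutes with Amplite reagent.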
# Gal4-VP16 FLuc – inhibits Gal4-VP16 luciferase reporter, ROR gamma counter-screen | Drosophila S2 Gal4-VP16 UAS-luciferase, luminescence, 20 h | Potency, µM (titrated, usually from 53.6 µM), without a hit: top-dose activity, negative = inhibition, hits mostly inhibitors | 3.5% of 310,000 active;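 also: Gal4-VP16 expression switched on by copper sulfate through the metallothionein promoter; % is scaled to controls: 0 for no effect and ±100 for the full control effect; nearly all actives have a fitted effect of over 50% in size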
# BRCA1 expr up – BRCA1 expression activation. MCF7-BRCA1-FFLuc reporter, luminescence, 48 h; response scale: scaled: vehicle 0%, 10 µM genistein 100%. Potency, µM (top dose mostly 46.1 µM), for the others: top-dose activation, usual class: activators. AID 624202. 1.1% of 380,000 active; also: nearly all actives have a fitted effect of over 80% in size; some results filed as inactive show a strong effect at the top dose
#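 Compounds are tested at multiple concentrations on MCF7 BRCA1-luciferase reporter cells seeded at 2000 per well; after 48 h, a single luminescence end-point is taken and curves fitted to the normalized data.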
# FLuc modulator – firefly luciferase modulation, counter-screen for miR-21 project; P08659; purified FLuc, Km substrates, luminescence inhibition; Potency, µM (doses to about 57.5 µM), for the others: at the top dose activity change, negative = inhibition, most hits filed as inhibitors; 6.9% of 360,000 active;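 also: plate controls were vehicle for no effect and reference inhibitor for full effect; nearly all actives have a fitted effect of over 55% in size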
# Target sequence (P08659 whole entry, looked up): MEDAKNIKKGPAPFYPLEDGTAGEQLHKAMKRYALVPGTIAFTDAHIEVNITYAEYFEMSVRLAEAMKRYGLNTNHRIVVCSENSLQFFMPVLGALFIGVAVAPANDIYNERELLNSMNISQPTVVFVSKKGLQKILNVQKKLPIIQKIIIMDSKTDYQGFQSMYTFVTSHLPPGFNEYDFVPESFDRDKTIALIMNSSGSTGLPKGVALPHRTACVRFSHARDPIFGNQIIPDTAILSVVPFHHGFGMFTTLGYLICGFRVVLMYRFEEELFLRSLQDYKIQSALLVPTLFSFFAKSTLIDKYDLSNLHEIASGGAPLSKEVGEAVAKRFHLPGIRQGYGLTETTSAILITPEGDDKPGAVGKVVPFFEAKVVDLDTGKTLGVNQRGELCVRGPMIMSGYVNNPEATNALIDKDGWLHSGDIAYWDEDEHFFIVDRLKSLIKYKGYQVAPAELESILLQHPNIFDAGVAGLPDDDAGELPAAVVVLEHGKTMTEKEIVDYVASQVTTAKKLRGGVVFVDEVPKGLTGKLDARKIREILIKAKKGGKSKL
#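 Biochemical qHTS of compounds, final roughly 60 µM downward over six points, against 10 nM purified firefly luciferase using Km concentrations of substrates (10 uM D-luciferin, 10 uM ATP) in Tris acetate pH 7.5 buffer; luminescence output.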
# NPC1 prom act – activators of NPC1 promoter; Huh7 NPC1 promoter luciferase reporter, 24 h; Potency, µM (series often up to 9.22 µM), for the others: at the highest dose activation, usual class: activators; 2.4% of 320,000 active;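 also: % of control where 0% means no effect; nearly all actives have a fitted effect of over 60% in size; reporter is driven by a mutant NPC1 promoter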
#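 Stably transfected Huh7 (NPC1 promoter→luciferase), 1500 cells/well in Opti-MEM + 10% FBS, 2 h settle, then compound 24 h at 37 °C. Luminescence after 10 min with Amplite reagent.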
# ELG1 genotox – inducers of genotoxicity in HEK293T ELG1-luciferase cells. HEK293T ELG1-luciferase reporter, luminescence, 16 h. Potency, µM (titrated, usually from 46 µM), without a hit: at the top dose activity change, positive = activation, usual class: activators. 1.3% of 330,000 active. AID 504466; also: % of control where 0% means no effect; nearly all actives have a fitted effect of over 60% in size
#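 Luminescence read-out: rising ELG1-luciferase signal, reflecting elevated ELG1 protein under genetic stress, flags genotoxic compounds. Cells were treated for 16 hr at 37 °C before ONE-Glo detection.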
# uPA surface inh – blocks generation of uPA at the cell surface; cell surface uPA generation assay, qHTS; Potency, µM (highest dose often 38.3 µM), for inactives: at the highest dose activity change, negative = inhibition, actives largely listed as inhibitors; 0.31% of 330,000 active; active = well fitted inhibition curve with a large enough effect; inconclusive = small, poorly fitted or top-dose-only effect; inactive = no such curve, though single readings can be large or run the other way; tested in mouse RAW 264.7 cells; also: % is scaled to controls: 0 for no effect and ±100 for the full control effect; nearly all actives have a fitted effect of over 55% in size
# The depositor's hits bear a star; ? = inconclusive; · = no result given; [ ] = remark or other dose. Unless noted, calls follow the shape of the dose curve; as a rule, active = well fitted curve in the direction sought with a large enough effect; inconclusive = small, poorly fitted or top-dose-only effect, or another doubt; inactive = no such curve, though single readings can be large; an effect the other way counts as inactive or inconclusive. Potency is read from the fitted curve at half-maximal effect. Not a hit list; overall some 13% were active at least once.
item	Structure	MBNL1 CUG block	RORg inh	p53 reactivation	Rab9 prom act	Gal4-VP16 FLuc
1	COc1ccc(NC(=O)CN(C)C(=O)c2cc(-c3ccco3)nc3ccccc23)cc1	·	·	-1%	-1%	·
2	Cc1ccc(C(=O)CCC(=O)OCC(=O)Nc2nnc(-c3ccccc3)o2)cc1	·	·	-5%	-6%	·
3	CCOc1ccc(OCCn2ccnc2)cc1	·	-2%	-11%	1%	0%
4	O=C(c1ccc(-n2cccc2)cc1)N1CCN(Cc2ccccc2)CC1	6%	34%	2%	-4%	4%
5	CC(=O)c1ccc(OCc2ccc(Oc3c(Cl)cccc3[N+](=O)[O-])cc2)cc1	·	?	-6%	-1%	20µM*
6	CC(=O)c1ccc(Nc2c([N+](=O)[O-])ccc3nonc23)cc1	?	-4%	-3%	0%	7%
7	Cc1ccc(NCC(=O)N/N=C/c2ccc(-c3cccc(C(F)(F)F)c3)o2)cc1	6%	?	-6%	-6%	?
8	C=CCn1c(NCc2ccco2)nc2ccccc21	-1%	16%	·	1%	18%
9	Cc1ccc(S(=O)(=O)Nc2ccc(-c3cn4ccc(C)cc4n3)cc2)cc1	-4%	?	?	12%	-1%
10	C[C@@H]1[C@H]2[C@@H]3CC[C@@H](C3)[C@H]2CN[C@H]1c1cn(Cc2ccccc2)c2ccccc12	·	·	11%	·	·

item	BRCA1 expr up	FLuc modulator	NPC1 prom act	ELG1 genotox	uPA surface inh
1	3%	17µM*	-3%	-9%	-5%
2	0%	?	1%	0%	2%
3	4%	-13%	8%	1%	1%
4	3%[1.84 µM]	-16%	1%	-7%	3%
5	-2%	-14%	-2%	6%	-6%
6	-15%	0%	-5%	-8%	0%
7	-59%	3%	-4%	-7%	-1%
8	-9%	1%	-2%	3%	1%
9	28%	?	-2%	-4%	-3%
10	0%	·	·	0%	14%

item	Structure	MBNL1 CUG block	RORg inh	p53 reactivation	Rab9 prom act	Gal4-VP16 FLuc
11	Nc1nnc(SCC(=O)N2CCN(c3ccccc3)CC2)s1	-4%	26%	0%	3%	0%
12	N/C(=N\OC(=O)c1ccc(=O)n(Cc2ccc(Cl)cc2)c1)c1ccccn1	2%	4%	5%	-1%	-12%
13	CC(=O)Oc1ccc(-c2cccc(C(=O)Oc3ccccc3)c2)cc1	2%	-15%	5%	0%	?
14	COc1ccc(C(=O)c2c(C(F)(F)F)oc3c2C(=O)c2ccccc2C3=O)cc1	?	17%	-23%	-34%[inhibitor]	-5%
15	CC12CCC(=O)N1C(C(=O)O)Cc1c2[nH]c2ccccc12 (stereo not drawn)	-2%	11%	-5%	3%	0%
16	CCOC(CNC(=O)c1ccc(CNC(=O)c2ccc(OC)c(OC)c2)cc1)OCC	-8%	3%	-2%	-5%	-4%
17	O=C(CCN1C(=O)C2CC=C(Cl)CC2C1=O)N1CCCCC1 (stereo not drawn)	2%	18%[0.365 µM]	0%	-3%	·
18	COC(=O)CN(C#N)c1nc(OC)nc(N(C)C)n1	1%	-21%	8%	3%	-3%
19	CCc1cc(=O)oc2cc(OCC(=O)NC3CC(C)(C)NC(C)(C)C3)ccc12	-2%	-10%	-11%	3%	-8%
20	C=CCNc1nc(Nc2ccc([N+](=O)[O-])cc2)nc(OCC)n1	3%	0%	-3%	-1%	1%

item	BRCA1 expr up	FLuc modulator	NPC1 prom act	ELG1 genotox	uPA surface inh
11	2%	-2%	9%	1%	3%
12	-4%	-12%	-9%	0%	?
13	13%	-16%	-1%	14%	-5%
14	-68%	-2%	-22%	-27%	-10%
15	7%	3%	0%	1%	2%
16	16%	-7%	-3%	21%	9%
17	2%	1%	-3%	2%	0%
18	10%	1%	-5%	-1%	·
19	8%	2%	-4%	-2%	-1%
20	4%	3%	-2%	12%	3%

item	Structure	MBNL1 CUG block	RORg inh	p53 reactivation	Rab9 prom act	Gal4-VP16 FLuc
21	Cc1ccc(C(=O)/C=C\NCc2ccccc2)cc1	-11%[11.5 µM]	7%	?	?	?
22	CCCCN1C(=O)c2ccc(C(=O)Nc3cccc(C)c3C)cc2C1=O	-1%	-1%	2%	-4%	3%
23	COC(=O)C1=C(C(C)=O)C(c2ccc(C(=O)OC)cc2)n2nnnc2N1 (stereo not drawn)	14%	-14%	0%	-5%	7%
24	O=C(CNc1cccc(S(=O)(=O)N2CCCC2)c1)Nc1cccc(F)c1	·	·	-9%	-12%	·
25	O=C(Nc1ccc2oc(-c3ccc(F)cc3)nc2c1)c1ccccc1F	48%[activator]	-24%	-5%	?	-8%
26	CN(CCN1CCOCC1)C(=O)CC1C(=O)NCCN1Cc1ccccc1F (stereo not drawn)	3%	-9%	-8%	0%	1%
27	COc1ccccc1N(CC(=O)NCC1CCCO1)C(=O)CNS(=O)(=O)c1ccccc1 (stereo not drawn)	-5%	2%	4%	-2%	-2%
28	COc1cccc(CNC(=S)Nc2cc(C)ccc2C)c1	-4%	3.2µM*	1%	-7%	6.3µM*
29	CCOC(=O)N1CCN(c2cc(=O)n(-c3ccccc3Cl)c(=O)[nH]2)CC1	3%	-24%	-5%	-3%	5%
30	CCCCCCCC(=O)OC(CN1CCCCCC1)CN1CCCC1=O (stereo not drawn)	30%	19%	-3%	0%	-1%

item	BRCA1 expr up	FLuc modulator	NPC1 prom act	ELG1 genotox	uPA surface inh
21	40%	11µM*	?	14%	-3%
22	1%	0%	1%	11%	4%
23	-23%	1%	-1%	7%	0%
24	-30%	-9%	5%	-6%	2%
25	26%	-6%	5%	2%	-1%
26	17%	3%	-2%	-2%	3%
27	1%	5%	1%	10%	1%
28	8%	1%	4%	-7%	-4%
29	5%	9%	-1%	-10%	-6%
30	-1%	1%	0%	0%	6%

# Compound profiles (already shown). Screens in order: MBNL1 CUG block | RORg inh | p53 reactivation | Rab9 prom act | Gal4-VP16 FLuc | BRCA1 expr up | FLuc modulator | NPC1 prom act | ELG1 genotox | uPA surface inh
# `CCCCN1C(=O)c2ccc(C(=O)Nc3cccc(C)c3C)cc2C1=O` as listed: -1% | -1% | 2% | -4% | 3% | 1% | 0% | 1% | 11% | 4%
# `C=CCNc1nc(Nc2ccc([N+](=O)[O-])cc2)nc(OCC)n1` as listed: 3% | 0% | -3% | -1% | 1% | 4% | 3% | -2% | 12% | 3%

# Next section:
item	Structure	MBNL1 CUG block	RORg inh	p53 reactivation	Rab9 prom act	Gal4-VP16 FLuc
31	CCS(=O)(=O)C1=NSC2=NC(=O)/C(=C\c3cc(C)n(-c4cccc(OC)c4)c3C)C(=N)N21	2%	7%	1%	11%	-4%
32	COc1ccc(N/C(C)=C2/C(=O)C(=O)N(CCO)C2c2ccc([N+](=O)[O-])cc2)cc1 (stereo not drawn)	?	11%	-2%	-1%	6%
33	COC(=O)CCC(=O)OC1(C)C(=O)C=C2C=C(C3CC3)N(CCc3ccccn3)C=C2C1=O (stereo not drawn)	?	5%	0%	-6%	-5%
34	CCOC(=O)C1=C(C)Nc2nc(C)nn2C1c1ccc(OC)c(OC)c1 (stereo not drawn)	?	-17%	-8%	-4%	1%
35	Cc1cccc(OCC(=O)Nc2ccccc2N2CCN(C)CC2)c1	-7%	-22%	-7%	-3%	6%
36	Cc1ccc(NC(=O)CN(C)C(=O)CCC(=O)N2CCOCC2)cc1	·	·	-2%	0%	·
37	N#CCCN(C(=S)NC(=O)C1CCCCC1)c1ccccc1F	·	·	6%	·	·
38	COc1ccc(NC(=O)CCN2C(=O)C3CC=C(Cl)CC3C2=O)cc1 (stereo not drawn)	-5%[11.5 µM]	4%	4%	-5%	4%
39	CCC(=O)Nc1ccc(/C(C)=N\NC(=O)c2ccc(C)s2)cc1	10%	11%	-1%	30%	-11%
40	COc1ccc(C)cc1NC(=O)Cn1cnc2sc(C)c(S(=O)(=O)N3CCOCC3)c2c1=O	5%	35%	-5%	-1%	-6%

item	BRCA1 expr up	FLuc modulator	NPC1 prom act	ELG1 genotox	uPA surface inh
31	2%	6.7µM*	-2%	18%	0%
32	-10%	-2%	-5%	-2%	-3%
33	-5%	1%	-1%	0%	2%
34	0%	6%	-2%	0%	0%
35	1%	-1%	-2%	-21%	·
36	-11%	-3%	4%	0%	6%
37	-23%	·	·	2%	-2%
38	5%	-18%	-3%	5%	0%
39	-50%	-4%	4%	5%	0%
40	-23%	1%	-2%	2%	3%

item	Structure	MBNL1 CUG block	RORg inh	p53 reactivation	Rab9 prom act	Gal4-VP16 FLuc
41	CN(C)CCCN1C(=O)c2cccc3c(Br)ccc(c23)C1=O	?	-25%	8%	-29%	2%[10 µM]
42	Cc1ccc2nc(/C(C#N)=C/c3ccc(-c4cccc([N+](=O)[O-])c4)o3)[nH]c2c1	?	?	-2%	-1%	?
43	O=C(NCCc1cccc(Cl)c1)c1cccs1	-5%	?	-1%	1.8µM*	?
44	Cc1cccc(-c2noc(CCC(=O)NC3CCCCC3)n2)c1	9%	17%	?	-1%	7%

item	BRCA1 expr up	FLuc modulator	NPC1 prom act	ELG1 genotox	uPA surface inh
41	-72%	-10%	-32%[inhibitor]	?	7.9µM*
42	-60%	?	7%	1%	2%
43	?	15µM*	2.2µM*	?	-3%
44	0%	0%	-3%	-2%	0%
